KLF5 inh: kruppel-like factor 5 inhibition; 290,000 compounds, 0.23% hits; inhibition, % at 5 µM; DLD-1 KLF5 promoter-luciferase reporter, luminescence;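 active = inhibition above a per-plate limit of that plate's mean compound inhibition plus 3 SD, cut at about 60% in these data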;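 also: 0% = DMSO wells and 100% = LY294002 at 200 µM; higher means less KLF5 promoter-driven luciferase light; inactives centre near -14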
HSF1 inh: HSF1 inhibition; AID 2098; activity change, negative = inhibition, % at 7.5 µM (by protocol); 300,000 compounds, 0.77% hits; NIH3T3-HGL HSE-luciferase, MG132-induced, luminescence 8 h; stronger effect = lower value;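 active = more than half of replicate wells show activity change below -50%, luminescence cut by over half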;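 also: luciferase reports HSF-1 transcriptional activity via heat shock element; 0% = median of DMSO wells and -100% = zero luminescence signal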
IEC-6 tox: IEC-6 cytotoxicity, counter-screen for KLF5 inhibitors; luminescence viability; inhibition, % at 5 µM; 290,000 compounds, 0.78% hits; AID 1825; in the data active = inhibition above about 22%;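 also: 0% = plate median of test compound wells and 100% = cytotoxic reference compound wells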
HSF-1 act: increases HSF-1 driven luciferase reporter signal | AID 504408 | activation, % at 9 µM | NIH3T3-HGL HSF-1 luciferase reporter, MG132, 8 h; 100% = twice DMSO control signal | 300,000 compounds, 1.7% hits;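 active = mean replicate activation of at least 50% with a set share of replicates each reaching 50%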;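 also: 0% = median of the neutral control wells and 100% = twice that signal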
GSK3beta inhib: inhibitors of human GSK3beta kinase; GST-GSK3beta kinase, ADP-Glo luminescence, 60 min; stronger effect = lower value; activity score (negative = inhibition), % at 10 µM; P49841; 300,000 compounds, 0.038% hits;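 active = more than half of replicate wells score below -50%, meaning over 50% inhibition versus plate controls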;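 also: 0% = median DMSO wells and -100% = median GW8510 positive control wells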
Target sequence (P49841 whole entry, looked up): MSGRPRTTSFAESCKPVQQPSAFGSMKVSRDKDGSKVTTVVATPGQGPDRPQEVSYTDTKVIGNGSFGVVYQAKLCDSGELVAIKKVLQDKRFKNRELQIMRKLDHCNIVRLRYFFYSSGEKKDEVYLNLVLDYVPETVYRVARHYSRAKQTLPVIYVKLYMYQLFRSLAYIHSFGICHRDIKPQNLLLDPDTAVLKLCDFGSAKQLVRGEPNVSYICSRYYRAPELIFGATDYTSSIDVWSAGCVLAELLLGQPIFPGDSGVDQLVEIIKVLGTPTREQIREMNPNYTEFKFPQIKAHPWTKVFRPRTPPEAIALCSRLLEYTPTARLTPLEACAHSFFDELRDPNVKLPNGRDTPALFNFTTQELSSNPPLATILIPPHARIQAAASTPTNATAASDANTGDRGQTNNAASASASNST
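Assay system: GST-tagged human GSK3beta kinase, cell-free; Input: 1.6 ng GSK3beta; Medium: Tris/MgCl2 kinase buffer; Timing: 60 min enzyme reaction, room temperature; Signal: ADP-Glo luminescence quantifying ADP generated by kinase; Evaluation: score relative to plate controls; Benchmarks: DMSO neutral wells and GW8510 at 20 µM as positive.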
GSK3 alpha inh: blocks human GSK-3 alpha kinase; inhibition, % at 10 µM; AID 2650; 320,000 compounds, 0.1% hits; ADP-Glo luminescence, 60 min;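 in the data active = inhibition above about 50%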;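 also: GST-tagged GSK-3 alpha with peptide substrate and 25 µM ATP; 0% = DMSO neutral wells and 100% = GW8510 positive control wells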
Target sequence (P49840 whole entry, looked up): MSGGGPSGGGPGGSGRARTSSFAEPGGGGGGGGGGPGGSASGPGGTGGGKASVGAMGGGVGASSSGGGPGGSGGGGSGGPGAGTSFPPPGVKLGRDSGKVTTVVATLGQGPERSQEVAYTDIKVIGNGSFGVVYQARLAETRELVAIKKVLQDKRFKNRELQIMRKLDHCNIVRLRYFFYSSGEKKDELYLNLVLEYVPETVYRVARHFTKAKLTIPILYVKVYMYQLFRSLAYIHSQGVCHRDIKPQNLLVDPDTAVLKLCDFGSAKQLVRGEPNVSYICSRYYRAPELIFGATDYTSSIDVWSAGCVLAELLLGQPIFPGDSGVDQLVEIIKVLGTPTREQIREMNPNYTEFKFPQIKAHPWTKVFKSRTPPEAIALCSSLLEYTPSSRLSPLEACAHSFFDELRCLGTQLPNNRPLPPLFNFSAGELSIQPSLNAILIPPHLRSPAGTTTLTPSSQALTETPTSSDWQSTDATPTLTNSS
AI-2 QS mod: modulators of Vibrio harveyi AI-2 quorum sensing system; Vibrio harveyi JMH597 AI-2 luminescence/OD600 ratio, 9 h; stronger effect = lower value; strain lacks LuxN and CqsS sensors; 0 = neutral-control median; activity change, % at 7.5 µM; 300,000 compounds, 0.4% hits; AID 2094; in the data active = activity change below about -75%, passing the limit was not always enough;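 also: luminescence divided by OD600 gain over 9 h not by final OD600 alone; inactives centre near 13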
aSyn UTR inh: MLPCN primary screen, SNCA 5' untranslated region; alpha-synuclein 5'UTR reporter, inhibitor activity; inhibition, % (tested at 7.5 µM); 300,000 compounds, 0.82% hits; AID 1813; in the data active = inhibition above about 60%;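 also: H4 neuroglioblastoma cells stably carrying SNCA 5'UTR luciferase fusion; 0% = DMSO wells and 100% = positive control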
HSP90 inh: blocks HSP90-mediated luciferase refolding in reticulocyte lysate; Rabbit reticulocyte lysate, luciferase refolding luminescence, 3 h; AID 1789; inhibition, % at 5.6 µM; 290,000 compounds, 0.91% hits;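 active = inhibition above the screen-wide mean plus 3 SD, computed separately per campaign, cut at about 16% in these data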;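 also: 0% = DMSO wells and 100% = 60 µM geldanamycin wells; inhibitors lower the luminescence because luciferase stays unfolded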
PolyA inhibitor: yeast polyadenylation inhibition; AID 1875; 300,000 compounds, 0.02% hits; S. cerevisiae SKY197-pL101 polyadenylation reporter, beta-gal luminescence; efflux-impaired pdr1/pdr3 knockout yeast; score 100 = 6 SD above DMSO; calls only at 12 µM;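 active = lowest replicate activity score at least 50, where 100 means six control SD above control mean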;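 also: yeast exposed to compound for 9 h at 30 °C; higher score means more reporter readthrough which indicates perturbed polyadenylation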
Starred values were filed as active, the others as inactive; i = inactive; nt = not tested or not shown.

smiles	KLF5 inh	HSF1 inh	IEC-6 tox	HSF-1 act	GSK3beta inhib	GSK3 alpha inh	AI-2 QS mod	aSyn UTR inh	HSP90 inh	PolyA inhibitor
Cc1cc(Br)c2c(c1)/C(=C/C(=O)c1cccs1)C(=O)N2	-7	3	-4	-8	-4	3	16	-7	1	i
CCOC(=O)c1cccc(P(=O)(C(C)(C)C)C(C)(C)C)c1	-2	-1	6	-2	-1	-1	17	4	4	i
O=C(NCCCN1CCCC1=O)c1csc2ccccc12	-15	5	2	3	1	0	56	-29	-1	i
O=c1c2sccc2n(Cc2ccc(F)cc2)c(=O)n1-c1ccc(F)cc1	-21	-10	3	-3	-3	1	-18	41	2	i
FC(F)(F)c1ccccc1NC(=S)N1CCN(c2ccccn2)CC1	-26	2	-16	-5	-2	-1	5	23	0	i
COC(=O)c1c(N2C(=O)[C@H]3[C@@H](C2=O)[C@]2(C(=O)Nc4c2ccc(C)c4C)N2CCC[C@@H]32)sc(C)c1C	3	3	1	5	0	0	21	-6	5	i
O=C(NN1CCOCC1)c1cc(-c2ccc(Br)s2)nc2ccccc12	-17	4	3	-8	5	-2	9	-3	-1	i
CC(C)Cn1c(O)c(/C=C2\C=NN=C2c2ccccc2)sc1=S	-21	-7	-4	-1	-1	nt	15	0	-2	i
CCC(CO)NCC#Cc1ccccc1 (centres undefined)	-20	32	0	62*	-2	-2	4	-13	1	i
C/C(=N/NC(=O)CSCc1ccc(Cl)cc1)c1cccc(NC(=O)c2ccccc2)c1	-8	8	4	6	-7	-7	6	32	-2	i
Cc1ccc(C(=O)OCC(=O)Nc2ccc(S(N)(=O)=O)cc2)c(O)c1	-19	-5	-3	0	-1	0	17	-1	1	i
CCC1(C)CC(=O)N(c2ccc(C(=O)O)c(O)c2)C1=O (centres undefined)	-25	-13	-5	-7	0	1	3	9	-3	i
CCc1ccc2[nH]c(C(=O)Nc3ccc(Br)c(C)n3)cc2c1	-214	11	-1	12	-4	nt	10	-146	5	i
Cc1noc(C)c1C(=O)Nc1nnc(-c2ccccc2)s1	-27	-1	-2	-3	-2	-3	17	-20	-3	i
CCCCCCn1c(N(CC)CC)nc2c1c(=O)[nH]c(=O)n2C	-25	2	8	7	0	1	11	32	4	i
Cc1nn(-c2ccccc2)c(C)c1/C=C/C(=O)OCC(=O)Nc1ncc(C(F)(F)F)cc1Cl	-9	3	1	41	1	-2	-3	-5	-4	i
CC(O)c1cccc(NC(=O)C2CCCCC2)c1 (centres undefined)	-2	-12	-8	-15	-1	-1	28	15	-2	i
Cc1nc2cc(NC(=O)COc3ccccc3C#N)ccc2n1-c1ccccc1	-10	5	-4	21	0	-1	20	19	5	i
C[C@H](NC(=O)OCc1ccccc1)c1nnc([C@H](C)NC(=O)OCc2ccccc2)o1	nt	9	nt	38	-1	-3	-9	-13	nt	i
Cc1ccc2c(c1)C(C)CC(C)(C)N2C(=O)CN1CCN(C)CC1 (centres undefined)	-16	-11	-1	-33	3	-4	16	10	6	i
Cc1ccc(NC(=O)C(C)N2C(=O)C3CC=C(Cl)CC3C2=O)cc1 (centres undefined)	4	-5	-6	8	-9	-1	-7	-4	2	i
COC(CN(C(=O)CCl)C(C(=O)NC1CCCCC1)c1ccccc1C)OC (centres undefined)	-14	-5	11	-14	1	-2	32	-71	3	i
CCc1cccc(OCC(=O)Nc2ccc(S(=O)(=O)Nc3ccccn3)cc2)c1	-14	nt	-5	nt	1	-1	-72	nt	-2	i
CSc1nnc(-c2ccc(F)cc2)o1	-4	1	2	10	4	-2	12	3	-3	i
COC(=O)c1ccc(NC(=O)CSc2nncc3ccc(OC)c(OC)c23)cc1	-16	-7	5	-9	3	-2	11	-34	4	i
N#CCCN(CCC#N)C(=O)c1ccc(Cl)cc1	13	-1	0	-7	-1	-1	16	-1	-1	i
O=C(CS(=O)(=O)Cc1ccccc1)Nc1ccc(S(=O)(=O)N2CCCCCC2)cc1	0	-2	-2	-6	1	-3	22	11	-1	i
Oc1c(Cl)cc(Cl)cc1CNc1nccs1	-21	1	9	13	5	-2	11	-2	-1	i
Cc1ccc(C(C)C)c(OCCNC(=O)c2cncc(Br)c2)c1	-1	2	1	0	0	1	14	-9	0	i
CN(C)/N=C/C=C1\CCC/C(=C/c2cccs2)C1=O	-236	41	2	76*	-2	-1	37	-173	-1	i
CC(C)(C)N(Cc1cc2ccccc2[nH]c1=O)C(=O)C1CCCCC1	-8	-2	-2	4	0	8	31	-7	0	i
CC(C)Cc1cc(C(C)(C)C)ccc1OC(=S)N(C)C	-28	3	4	6	-1	1	-7	4	-6	i
CC(C)CNS(=O)(=O)c1ccc(CCC(=O)O)cc1	3	1	-1	-8	0	2	23	6	-3	i
O=C(NC1CCCC1)C(c1ccccn1)N(C(=O)c1csnn1)C1CCCC1 (centres undefined)	-14	-7	7	-6	0	0	-1	-12	3	i
Cc1cc(C(=O)Nc2sc3c(c2C#N)CCCCC3)cs1	-130	11	0	16	-6	3	5	-94	-1	i
Cc1ccc(NC(=O)COc2ccc(Br)cc2C)cc1	-56	23	-2	42	3	nt	3	-102	3	i
CCCNC(=O)C(=O)NCC1CCCN1CC (centres undefined)	-2	-4	1	-18	-5	-1	-3	-1	-1	i
Cc1ccccc1NC(=O)C1Cc2ccccc2CN1C(=O)OCc1ccccc1 (centres undefined)	-27	11	0	5	-5	5	4	-1	-2	i
CCc1cccc(CC)c1NC(=O)C1CC(=O)N(c2ccc3c(c2)OCCO3)C1 (centres undefined)	1	4	-1	14	1	2	9	2	1	i
Cc1cccc(C(=O)NCC(=O)N2CCN(c3ccc(Cl)cc3)CC2)c1	-4	-4	0	-11	-1	-3	14	6	-3	i
CCn1c(C(=O)NCc2ccccn2)cc2sccc21	-15	-4	5	-11	-12	2	-10	26	-1	i
O=C1NC(=O)/C(=C\c2cn(CC(=O)N3CCOCC3)c3ccccc23)S1	-7	0	1	-5	2	0	24	-6	3	i
CC(C)CCn1nc(C(=O)OC(C)C(=O)NC(N)=O)c2ccccc2c1=O (centres undefined)	-15	1	-5	2	-2	-1	14	-5	-1	i
COc1ccc(N(C(C)C(=O)N2CCC(Cc3ccccc3)CC2)S(C)(=O)=O)cc1 (centres undefined)	-5	5	3	0	0	-2	28	24	2	i
CCCCn1c(=O)[nH]c2nc3cc(NC(C)=O)ccc3nc2c1=O	16	-9	0	2	0	0	1	-17	1	i
CC(=O)Nc1ccc(OC(=O)c2cc([N+](=O)[O-])ccc2Cl)cc1	-16	0	-5	8	0	0	13	-19	2	i
CC(C)c1ccc(NC2=NCC(=O)N2Cc2cccs2)cc1	-3	6	1	9	4	0	16	-41	-1	i
Cc1ccc(-c2nnc(Cc3ccc([N+](=O)[O-])cc3)o2)cc1	-65	12	4	15	2	-1	-22	-120	13	i
N#CC1=C2SCN(Cc3ccco3)CN2C(=O)CC1c1ccccc1F (centres undefined)	9	-2	6	5	-5	21	10	17	3	i
O=C(CCS(=O)(=O)c1ccc(Br)cc1)N1CCN(c2ccccc2F)CC1	-8	nt	6	nt	nt	-4	nt	nt	2	nt
CC1=C(C)Cc2c(OC(=O)c3ccccc3)ccc(OC(=O)c3ccccc3)c2C1	-9	8	-1	28	-1	-3	-9	5	3	i
NNC(=O)CCc1c[nH]c2ccccc12	-21	-3	2	5	0	1	19	0	-1	i
CCOc1ccc(NCc2nnc(SCC(=O)Nc3cc(C)on3)n2-c2ccc(OC)cc2)cc1	-40	-80*	2	-83	-7	-1	17	-30	0	i
Cc1ccc(N(C)C(=O)CCS(=O)(=O)c2ccc3c(c2)oc(=O)n3C)cc1	-7	-5	-3	11	4	2	23	10	1	i
O=C(O)c1cc(-c2cccs2)nc2ccc(F)cc12	-10	1	2	-8	0	0	8	0	2	i
Cc1cc(OC(C)C(=O)N(Cc2ccco2)C2CCS(=O)(=O)C2)ccc1Cl (centres undefined)	-4	-2	-8	-6	-1	-2	20	-5	-1	i

Going on with the list:
smiles	KLF5 inh	HSF1 inh	IEC-6 tox	HSF-1 act	GSK3beta inhib	GSK3 alpha inh	AI-2 QS mod	aSyn UTR inh	HSP90 inh	PolyA inhibitor
O=C(NC1CCCC1)C(c1ccccn1)N(C(=O)c1csnn1)C1CC1 (centres undefined)	-28	6	1	7	-1	0	11	-5	-2	i
COc1ccc(C(=O)NCCNc2nc3cc(C)c(C)cc3cc2C)cc1	-21	-8	2	-12	0	-2	17	-9	3	i
CCOC(=O)N1CCN(C(=O)c2cn(CC(C)C)c(=O)c3c2c2ccccc2n3C)CC1	25	5	-4	-8	-3	-3	19	26	-1	i
CCOc1ccc(/C=C/C(=O)N2CCOCC2)cc1OC	-31	0	-1	-10	1	-1	-8	11	2	i
O=c1c(Cc2ccccc2)c(O)ccn1Cc1ccco1	-18	-12	-3	-7	5	-2	3	12	-1	i
O=C(CC(Cc1ccccc1)C(=O)O)Nc1ccc(F)cc1 (centres undefined)	-49	-1	1	-2	2	-4	5	-5	1	i
O=C(COC(=O)c1ccccc1)Nc1ccccc1N1CCOCC1	-22	6	1	6	1	-1	14	-25	1	i
CC(=O)OCCn1c(Br)nc2c1c(=O)[nH]c(=O)n2C	1	2	-2	6	2	0	25	-6	-7	i
CCOC(=O)c1n[nH]c2ccccc12	2	2	3	-5	-21	-1	22	-31	1	i
COc1ccc(CNC(=O)CSc2nnc(C)n2-c2ccc(F)cc2)cc1	-9	-9	5	-1	3	-1	7	-5	3	i
Cc1cc(C)cc(S(=O)(=O)c2cn(C)c3cc(N4CCN(C)CC4)c(F)cc3c2=O)c1	-23	2	0	8	2	0	-3	-8	0	i
COc1cccc(CN(C)C(=O)c2ccccc2Sc2ccccc2C#N)c1	-3	3	0	-7	-2	-2	32	20	-2	i
C=CCn1c(=O)[nH]c2cc(C(=O)N3CCN(c4cccc(Cl)c4)CC3)ccc2c1=O	5	2	0	8	0	-1	6	16	1	i
Cc1ccc(N2CC(C(=O)Oc3cccc(N4C(=O)CCC4=O)c3)CC2=O)cc1 (centres undefined)	7	3	8	21	-1	8	50	-7	2	i
Cc1nc(N2CCCCC2)c2c(C)c(C(=O)Nc3ccccc3C(F)(F)F)sc2n1	-23	9	-1	29	2	-1	3	2	-4	i
O=C(Nc1cccc(/C=C/c2nc3ccccc3c(=O)[nH]2)c1)c1ccccc1Cl	-24	27	-2	26	2	2	10	-132	0	i

Not all compounds are listed; count on the stated rates, not on these rows.
